Screens (PubChem BioAssay)
Pf growth 48h: P. falciparum growth inhibition at 48 hours (one generation); Potency, µM (top dose mostly 28.7 µM), for inactives: at the top dose activity change, negative = inhibition, most hits filed as inhibitors; 310,000 compounds, 5.9% hits; P. falciparum luciferase growth in erythrocytes, 48 h; also: potency is read from the fitted curve at half-maximal effect; % is scaled to controls: 0 for no effect and ±100 for the full control effect
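Growth was read as firefly luciferase luminescence after a 48 h, 37 C, 5% CO2 exposure of compounds to reporter-bearing P. falciparum cultures (0.1% parasitemia, 2% hematocrit final) in Albumax-supplemented RPMI 1640.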
LmPK inh: blocks Leishmania mexicana pyruvate kinase activity | Q27686 | purified LmPK, Kinase-Glo ATP luminescence, 1 h | Potency, µM (titrated, usually from 57.5 µM), for the others: top-dose activity change, negative = inhibition, usual class: inhibitors | 290,000 compounds, 0.37% hits; also: potency is read from the fitted curve at half-maximal effect; % is scaled to controls: 0 for no effect and ±100 for the full control effect
Target sequence (Q27686 whole entry, looked up): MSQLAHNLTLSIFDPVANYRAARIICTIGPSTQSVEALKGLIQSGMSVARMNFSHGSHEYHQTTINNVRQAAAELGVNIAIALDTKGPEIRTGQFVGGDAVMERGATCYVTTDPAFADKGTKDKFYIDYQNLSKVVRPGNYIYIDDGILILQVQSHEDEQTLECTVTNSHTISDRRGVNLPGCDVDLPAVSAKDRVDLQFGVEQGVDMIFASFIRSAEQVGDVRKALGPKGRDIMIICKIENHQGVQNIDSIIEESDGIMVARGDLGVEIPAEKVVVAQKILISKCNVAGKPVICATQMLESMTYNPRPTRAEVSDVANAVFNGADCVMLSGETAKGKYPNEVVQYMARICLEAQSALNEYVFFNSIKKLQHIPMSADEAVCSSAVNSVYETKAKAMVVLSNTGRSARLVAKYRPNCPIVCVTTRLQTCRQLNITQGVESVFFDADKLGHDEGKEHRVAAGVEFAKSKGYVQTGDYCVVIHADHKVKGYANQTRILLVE
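ATP generated from ADP (0.1 mM) and PEP (0.5 mM) by 0.1 nM LmPK over 1 h at room temperature (pH 7.2 imidazole buffer) was detected by coupled luciferase luminescence. Values were normalized to uninhibited and no-enzyme wells.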
Tb PYK inh: blocks Trypanosoma brucei pyruvate kinase. Q57TT1. TbPYK enzyme, Kinase-Glo Plus ATP luminescence, 45 min. Potency, µM (highest dose often 76.8 µM), inactives show top-dose activity, negative = inhibition, hits mostly inhibitors. 410,000 compounds, 0.12% hits. AID 624173; also: potency is read from the fitted curve at half-maximal effect; % is scaled to controls: 0 for no effect and ±100 for the full control effect; nearly all actives have a fitted effect of over 50% in size
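TbPYK + substrate in 50 mM TEA pH 7.2, 100 mM KCl, 10 mM MgCl2, 0.05% BSA, 0.01% Tween-20; cpd pinned; ADP 130 uM final; 45 min RT; Kinase-Glo Plus 10 min; luminescence endpoint.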
Shiga inhibitor: inhibitors of Shiga toxin in Vero cells; 290,000 compounds, 9.2% hits; inhibition, % at 38.7 µM; AID 2315; Vero cells, Shiga toxin protein synthesis inhibition reporter; in the data active = inhibition mostly above about 28%, no sharp cut-off; inactive = mostly below about 43%; also: 0% is about no effect
HCV inhibitor: HCV inhibition; Huh7.5.1 HCVcc-Cre infection, luciferase reporter, 44 h; Potency, µM (top dose mostly 41.8 µM), for inactives: top-dose activity change, negative = inhibition, most hits filed as inhibitors; 340,000 compounds, 3.4% hits; AID 651820; also: potency is read from the fitted curve at half-maximal effect; % is scaled to controls: 0 for no effect and ±100 for the full control effect
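Cells seeded at 1,000/well and cultured 4 h, then compounds added followed by HCVcc-Cre virus (~0.5 moi). After 44 h further culture, luciferase substrate was added, plates held 15 min at room temperature, and luminescence read for 15 sec.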
Pf growth 96h: inhibits malaria parasite growth, 96 h; P. falciparum luciferase reporter growth, 96 h; Potency, µM (doses to about 28.7 µM), without a hit: top-dose activity change, negative = inhibition, usual class: inhibitors; 320,000 compounds, 6.9% hits; also: potency is read from the fitted curve at half-maximal effect; % is scaled to controls: 0 for no effect and ±100 for the full control effect
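Delayed-death screen, second-generation endpoint: infected erythrocytes, 2% hematocrit, 0.05% parasitemia final; 96 hours at 37 C, 5% CO2; luciferase detection reagent; luminescence decrease equals reduced growth.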
Cycloheximide cs: affects cycloheximide protein synthesis inhibition readout, counter-screen; cell reporter, cycloheximide protein synthesis inhibition counterscreen; max response, %; 300,000 compounds, 12% hits; AID 2314; in the data active = max response mostly above about 13%, no sharp cut-off; inactive = mostly below about 14%; also: read at 38.3 µM for the half of the compounds with a filed dose; 0% is about no effect
* hit, by the source's call; ? = inconclusive; nt = not tested or not shown; & = joins results of further samples; [ ] = dose if it differs, or a comment. Unless noted, calls follow the shape of the dose curve; as a rule, active = well fitted curve in the direction sought with a large enough effect; inconclusive = small, poorly fitted or top-dose-only effect, or another doubt; inactive = no such curve, though single readings can be large; an effect the other way counts as inactive or inconclusive. Rows were taken by chance, and some 24% of all compounds hit somewhere here.

No.	mol	Pf growth 48h	LmPK inh	Tb PYK inh	Shiga inhibitor
1	O=C(Nc1ccccc1)c1nn(-c2ccccc2)c(=O)cc1C(F)(F)F	31%[activator]	4%	-1%	-2
2	C=CCn1c(COc2ccc(Cl)cc2)nnc1SCC(=O)NCC(=O)OCC	24%	0%	?	-17
3	COc1cc(OC)c(N(C)C(=O)c2cn(C)c(=O)c3cc(OC)c(OC)cc23)cc1Cl	nt	-5%	0%&-4%	-3
4	NC(=O)c1ccc(NC(=O)CCc2nc3sc4c(c3c(=O)[nH]2)CCCC4)cc1	-17%	nt	-11%	nt
5	CCC(O)CNC(=O)CCc1nnc(C2(c3ccc(Cl)cc3)CCC2)o1 (stereo unspecified)	-5%	-7%	-1%	12
6	CCCn1c(=O)c(F)cn(Cc2ccc(OC)c([N+](=O)[O-])c2)c1=O	9%	-3%	-3%	-2
7	O=C(NCCCN=C1NS(=O)(=O)c2ccccc21)c1ccccc1Cl	-1%	-2%	17%	-5
8	CC(=O)Nc1ccc(SCC(=O)c2cc(C)n(Cc3cccs3)c2C)cc1	171%[activator]	13%	6%	101*

No.	HCV inhibitor	Pf growth 96h	Cycloheximide cs
1	?	?	4
2	19%	5%	3
3	-3%	23%	-1
4	0%	-13%	nt
5	6%	1%	9
6	9%	38%[activator]	-1
7	11%	45%[activator]	-2
8	-12%	19%	77*

(continued)
No.	mol	Pf growth 48h	LmPK inh	Tb PYK inh	Shiga inhibitor
9	O=C(CCCOc1ccccc1)Nc1ccccc1C(F)(F)F	-9%	-4%	-4%	-7
10	Cc1cc(C)cc(-n2nnn(C3C/C(=N/NC(N)=S)C4OCC3O4)c2=S)c1 (stereo unspecified)	?	5%	-20%	31
11	CN(CC(=O)Nc1ccc(Cl)c(S(=O)(=O)N2CCOCC2)c1)C(=O)c1ccc(C#N)cc1	-7%	nt	-6%	nt
12	COc1ccc2[nH]c(=O)c(C(c3nnnn3C(C)(C)C)N(Cc3ccco3)CC3CCCO3)cc2c1 (stereo unspecified)	9.3µM*	0%	1%	-9
13	CCN(CC)CCNC(=O)C1(O)c2cc(Br)ccc2NC(=O)N1c1ccc(Cl)cc1 (stereo unspecified)	6%[0.00184 µM]	-3%	4%	-5
14	Cc1csc(NC(=O)CSc2nnc(NC(=O)COc3ccc(Cl)cc3)s2)n1	3%	0%	-9%	8
15	Cc1sc(NC(=O)c2ccco2)c(C(c2cccnc2)N2CCN(CCO)CC2)c1C (stereo unspecified)	?	0%	-3%	-3
16	Cc1cccc(C)c1NC(=O)C(C)N1CCCCC1 (stereo unspecified)	55%[activator]	2%	-1%	-2

No.	HCV inhibitor	Pf growth 96h	Cycloheximide cs
9	-7%	?	15
10	?	18%	-2
11	0%	?	nt
12	13%	5.9µM*	8
13	11%	38%[activator]	-7
14	4%	-8%	1
15	-2%	?	-1
16	8%	45%[activator]	12

Further compounds follow.
No.	mol	Pf growth 48h	LmPK inh	Tb PYK inh	Shiga inhibitor
17	CC(=O)Nc1ccc(N2C(=O)C3C4C=CC(CC4)C3C2=O)cc1 (stereo unspecified)	28%	1%	-5%	12
18	COc1ccc(OC)c(CC(=O)Nc2ccc3c(c2)CCC3)c1	33%	6%	7%	21
19	CCOC(=O)C1C(=O)CC(C)(O)C(C(=O)OCC)C1c1cccs1 (stereo unspecified)	2%	1%	5%	-19
20	O=C(Nc1nnc(Cc2ccccc2F)s1)c1ccccc1Cl	37%[activator]	2%	5%	16
21	O=C(c1cc(S(=O)(=O)N2CCOCC2)ccc1Cl)N1CCN(c2ccccn2)CC1	4%	-2%	9%	-17
22	CN(C)/C=C1\SC(=S)N(c2ccc(Br)cc2)C1=O	2.3µM*	-18%	-20%	46*
23	CCCCNC(=S)NNC(=O)c1csc(C)c1CC	-14%	2%	2%	-4
24	Cc1ccc(-n2nnnc2CCl)cc1	-15%	-2%	-5%	-10

No.	HCV inhibitor	Pf growth 96h	Cycloheximide cs
17	13%	16%	3
18	-11%	-5%	5
19	2%	nt	-4
20	7%	-7%	9
21	-10%	-1%	-3
22	1%	75%[activator]	34*
23	11%	1%	-3
24	?	-1%	-2

(further entries)
No.	mol	Pf growth 48h	LmPK inh	Tb PYK inh	Shiga inhibitor
25	S=C(Nc1ccc(Nc2ccccc2)cc1)Nc1ccccn1	?	3%	-4%	100*
26	COc1cc(CNCCO)ccc1OC1CCCC1	nt	7%	-3%	-14
27	COC(=O)C(NNc1ccccc1)(NC(=O)c1ccccc1F)C(F)(F)F (stereo unspecified)	47%[activator]	2%	2%	-23
28	CN(C)c1ccc(C(O)Cc2nc3ccccc3n2C)cc1 (stereo unspecified)	16%	6%	-3%	63*
29	O=C(NCc1ccco1)c1cccc(-c2nnc(-c3ccccc3)o2)c1	?	-6%	-8%	49*
30	CCOC(=O)c1c(C)[nH]c(C(=O)N/N=C\c2ccccc2O)c1C	?	-3%	-2%	35*
31	COc1ccc(NC(=O)CC2COc3ccccc3O2)c(OC)c1 (stereo unspecified)	-4%	2%	-2%	25
32	O=C(Nc1ccnc(=O)[nH]1)c1sc2ccccc2c1Cl	54%[activator]	1%	-1%	-6

No.	HCV inhibitor	Pf growth 96h	Cycloheximide cs
25	10µM*	-35%[5.75 µM]	37*
26	nt	-20%	-2
27	-4%	40%[activator]	-4
28	15%	9%	25*
29	?	nt	22*
30	?	?	29*
31	-11%	245%[activator]	24*
32	7%	98%[activator]	-1

(continued)
No.	mol	Pf growth 48h	LmPK inh	Tb PYK inh	Shiga inhibitor
33	COc1ccccc1CCNC(=O)C1(C)CC1(Cl)Cl (stereo unspecified)	2%	1%	2%	26
34	Cn1cc(C(=O)N2CCc3ccccc32)cn1	97%[activator]	-11%	-11%	49*
35	O=C(OCC(=O)N1CCCC1)c1cc(F)c(F)cc1Cl	17%	6%	2%	4
36	O=C(Nc1ncn[nH]1)c1cc([N+](=O)[O-])ccc1Cl	21%	1%	-2%	nt
37	O=C(CSc1nccn1-c1ncc(C(F)(F)F)cc1Cl)c1ccc(Br)cc1	50%[activator]	-2%	-20%	102
38	CN(C)S(=O)(=O)c1ccc(-c2csc(N/N=C/c3ccc(O)cc3)n2)cc1	0.33µM*	10%	-9%	32
39	CN(Cc1ccc(Cl)cc1Cl)C(=O)CNC(=O)c1ccc2c(c1)OCO2	10µM*	nt	-1%	nt
40	COc1cccc(-c2cc(C(=O)Nc3cccnc3)no2)c1	187%[activator]	-21%	-7%	80*

No.	HCV inhibitor	Pf growth 96h	Cycloheximide cs
33	-18%	-3%	15*
34	-5%	85%[activator]	22*
35	12%	8%	11
36	10%	?	-2
37	10%	87%[activator]	31*
38	10µM*	0.066µM*	14*
39	-7%	12µM*	nt
40	?	nt	31*

Remaining list, next part
No.	mol	Pf growth 48h	LmPK inh	Tb PYK inh	Shiga inhibitor
41	COc1cc2cnc(-c3ccccc3)c(-c3cccc(C(F)(F)F)c3)c2cc1OC	?	nt	0%	nt
42	O=C(C1CCN(S(=O)(=O)c2cccc3cccnc23)CC1)N1CCCCC1	-20%	-1%	-5%	-8
43	N#Cc1ccc(C(=O)Nc2cccc3cccnc23)c(F)c1	16%	4%	0%	0
44	Cc1ccc(S(=O)(=O)N2CCOC2CNC(=O)C(=O)NCc2cccnc2)cc1 (stereo unspecified)	8%	0%	-11%	-3
45	COc1ccc(N2Cc3ccccc3C2=O)cc1	-20%	14µM*	-26%	nt
46	CC(C)COC(=O)C1C2C=CC3(CN(C(C)c4ccc(Br)cc4)C(=O)C13)O2 (stereo unspecified)	-8%	7%	1%	-9
47	O=C(Cn1c(SCc2ccccc2)nc2ccccc21)N1CCOCC1	17%	-10%	7%	23
48	CN(C)C(/C=C/Nc1ccc(C#N)cc1)=C(C#N)C#N	-8%	2%	7%	-14

No.	HCV inhibitor	Pf growth 96h	Cycloheximide cs
41	-30%	?	nt
42	15%	6%	10
43	-6%	39%[activator]	-1
44	6%[8.37 µM]	-15%	-4
45	-6%	2.9µM*	35*
46	?	6.6µM*	-4
47	11%	nt	15
48	9%	5%	-3

Brought forward from above: 2 entries, followed by the next part.
No.	mol	Pf growth 48h	LmPK inh	Tb PYK inh	Shiga inhibitor
47	O=C(Cn1c(SCc2ccccc2)nc2ccccc21)N1CCOCC1	17%	-10%	7%	23
48	CN(C)C(/C=C/Nc1ccc(C#N)cc1)=C(C#N)C#N	-8%	2%	7%	-14
49	c1ccc(-c2ccc(Oc3cc(N4CCOCC4)nc(-c4ccccc4)n3)cc2)cc1	?	-2%	2%	27
50	O=C(/C=C/c1cc[n+](CC(=O)c2ccc3cccc4c3c2CC4)cc1)c1ccc2cccc3c2c1CC3	1%	-6%	-9%	-2
51	O=C(NCCN1CCN(c2ccccc2)CC1)c1cccn2c(=O)c3cc(Cl)ccc3nc12	-10%	-10%	10%	9
52	CCN1CCN(C(=O)c2ccc3c(=O)n(CCc4ccccc4)c(=O)[nH]c3c2)CC1	27%	2%	4%	59*
53	COc1ccccc1NS(=O)(=O)c1cc([N+](=O)[O-])ccc1N/N=C/c1c(C)[nH]c2ccccc12	10µM*	-15%	-4%	-20
54	O=C(O)CN1C(=O)S/C(=C\c2cccnc2)C1=O	-11%	3%	-12%	-11

No.	HCV inhibitor	Pf growth 96h	Cycloheximide cs
47	11%	nt	15
48	9%	5%	-3
49	?	-63%	-1
50	6.3µM*	-1%	-2
51	7%&-6%	?	1
52	?	-33%	20*
53	?	nt	-5
54	1%	1%	0

Structural class, those above with an NH in an aromatic ring (7)
No.	mol	Pf growth 48h	LmPK inh	Tb PYK inh	Shiga inhibitor
4	NC(=O)c1ccc(NC(=O)CCc2nc3sc4c(c3c(=O)[nH]2)CCCC4)cc1	-17%	nt	-11%	nt
12	COc1ccc2[nH]c(=O)c(C(c3nnnn3C(C)(C)C)N(Cc3ccco3)CC3CCCO3)cc2c1 (stereo unspecified)	9.3µM*	0%	1%	-9
30	CCOC(=O)c1c(C)[nH]c(C(=O)N/N=C\c2ccccc2O)c1C	?	-3%	-2%	35*
32	O=C(Nc1ccnc(=O)[nH]1)c1sc2ccccc2c1Cl	54%[activator]	1%	-1%	-6
36	O=C(Nc1ncn[nH]1)c1cc([N+](=O)[O-])ccc1Cl	21%	1%	-2%	nt
52	CCN1CCN(C(=O)c2ccc3c(=O)n(CCc4ccccc4)c(=O)[nH]c3c2)CC1	27%	2%	4%	59*
53	COc1ccccc1NS(=O)(=O)c1cc([N+](=O)[O-])ccc1N/N=C/c1c(C)[nH]c2ccccc12	10µM*	-15%	-4%	-20

No.	HCV inhibitor	Pf growth 96h	Cycloheximide cs
4	0%	-13%	nt
12	13%	5.9µM*	8
30	?	?	29*
32	7%	98%[activator]	-1
36	10%	?	-2
52	?	-33%	20*
53	?	nt	-5
